HCV core dimer: inhibitors of HCV core protein dimerization, primary screen, biochemical, TR-FRET, high-throughput; inhibition, % at 5 µM; hit rate 0.33% among 300,000; TR-FRET GST/Flag-core106 dimerization, 1536-well;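 active means inhibition above the mean of all tested compounds plus 3 SD, set per screening campaign, cut at about 45% in these data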
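Material: GST/Flag-tagged HCV core106 proteins. Incubation: 4 h, 22.5 °C incubation. Read-out basis: inhibition (%) from 671 over 617 nm ratio. Measured by: TR-FRET, excitation 340 nm, emission 617 and 671 nm.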
JMJD2C inh: inhibitors of GASC-1 histone demethylase, primary screen, biochemical, fluorescence, DELFIA europium; Lysine-specific demethylase 4C (Homo sapiens), Q9H3R0; hit rate 0.069% among 330,000; GST-JMJD2C(1-420) H3K9me3 demethylation; inhibition, % at 2.35 µM;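 active means more than half of a compound's replicate wells show inhibition beyond 50%, single wells judged on their own value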;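 further: signal counts dimethyl H3K9 product captured on neutravidin plate; 0% = median of DMSO wells and 100% = 0.3 times that DMSO median; strong numbers were not always called active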
EBNA-1 inhibitor: EBNA-1 DNA-binding inhibitors, primary screen, biochemical, fluorescence polarization. hit rate 0.34% among 300,000. inhibition, % at 14.8 µM. AID 1950, 2009; in the data active means inhibition above about 28%
Yeast superoxide: reduction of superoxide in aged yeast, primary screen, HTS | S. cerevisiae aged cells, superoxide DHE fluorescence; active compounds read low | superoxide response (% of plate mean), % at 10 µM | hit rate 0.18% among 330,000;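 active means superoxide response under a set limit, about three screen SD below normal, cut at about 65% in these data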;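 further: yeast aged for seven days with compound at 30 °C before DHE staining; 100% = average MFI of all compound-treated wells on the plate with controls excluded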
PP1 counter: PP1-alpha phosphatase inhibitors, primary screen, counter-screen for PP5 inhibitor project, biochemical, fluorescence, OMFP substrate, single point | Serine/threonine-protein phosphatase PP1-alpha catalytic subunit (Homo sapiens), P62136 | purified PP1alpha | inhibition, % at 6.7 µM | hit rate 0.9% among 320,000;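 active means inhibition above the mean inhibition of all tested compounds plus 3 SD, computed separately for each screening campaign, cut at about 15% in these data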
Target sequence (P62136 whole entry, looked up): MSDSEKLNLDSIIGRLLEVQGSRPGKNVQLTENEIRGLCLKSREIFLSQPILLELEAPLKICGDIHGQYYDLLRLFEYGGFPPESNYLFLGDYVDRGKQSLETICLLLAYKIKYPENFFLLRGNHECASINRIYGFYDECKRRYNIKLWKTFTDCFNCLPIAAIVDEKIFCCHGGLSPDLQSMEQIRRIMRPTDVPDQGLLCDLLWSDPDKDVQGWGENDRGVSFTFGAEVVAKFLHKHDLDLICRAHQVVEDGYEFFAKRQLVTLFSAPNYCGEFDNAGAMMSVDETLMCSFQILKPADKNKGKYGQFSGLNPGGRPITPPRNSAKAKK
ZTA DNA inh: blocks Epstein-Barr virus ZTA, an EBNA-1 counter-screen. ZTA-DNA binding, fluorescence polarization. inhibition, % at 11 µM. hit rate 0.15% among 320,000; in the data active means inhibition above about 33%
Target sequence (P03206 whole entry, looked up): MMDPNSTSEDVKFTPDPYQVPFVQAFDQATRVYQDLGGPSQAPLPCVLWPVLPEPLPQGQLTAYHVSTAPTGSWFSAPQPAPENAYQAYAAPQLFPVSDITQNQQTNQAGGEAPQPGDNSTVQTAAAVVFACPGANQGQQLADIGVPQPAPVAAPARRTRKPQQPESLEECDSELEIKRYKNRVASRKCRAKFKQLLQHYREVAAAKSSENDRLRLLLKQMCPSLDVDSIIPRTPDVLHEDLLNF
TPT1 inh: Candida albicans TPT1 enzyme inhibitors, primary screen, biochemical, fluorescence polarization | tRNA 2'-phosphotransferase TPT1 (Candida albicans SC5314) | recombinant caTPT1, FP RNA substrate dephosphorylation | inhibition, % at 5 µM | hit rate 0.81% among 300,000 | AID 1962, 2009;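 active means inhibition above the mean of all tested compounds plus 3 SD, set per screening campaign, cut at about 24% in these data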;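 further: plate controls were DMSO alone for no effect and ferristatin control at 100 nM for full effect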
PP5 inh: PP5 phosphatase inhibitors, primary screen, biochemical, fluorescence; inhibition, % at 6.7 µM; AID 1987, 2009; hit rate 0.18% among 320,000; purified PP5c, OMFP substrate fluorescence;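 active means inhibition above the campaign's mean inhibition across all tested compounds plus 3 SD, cut at about 9.5% in these data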;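 further: 0% = DMSO only and 100% = 100 µM cantharidin control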
Fh CTSL1 inh: Fasciola hepatica cathepsin L1 inhibitors, primary screen, counter-screen for PFM18AAP inhibitor project, biochemical, QFRET, fluorogenic peptide substrate; inhibition, % at 5.96 µM; recombinant F. hepatica cathepsin L1, Z-Leu-Arg-MCA fluorescence; hit rate 0.49% among 300,000;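 active means inhibition above the mean of all tested compounds plus 3 SD, set per screening campaign, cut at about 17% in these data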;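 further: 0% = plate median of test compound wells and 100% = 1 µM Z-Phe-Ala-diazomethylketone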
An asterisk follows results filed as active; · = not tested or not shown; & = joins results of further samples. Not a hit list, and some 3.1% of all compounds hit somewhere here.

SMILES	HCV core dimer	JMJD2C inh	EBNA-1 inhibitor	Yeast superoxide	PP1 counter	ZTA DNA inh	TPT1 inh	PP5 inh	Fh CTSL1 inh
Cc1cc(NC(=O)CN2C(=O)NC(CCc3ccccc3)C2=O)no1 (configuration not stated)	-4	15	-7	82	-2	0	-2	-2.5	-5
Cc1ccc2cc(C)c3nnc(SCC(=O)Nc4nc5c(s4)CCCC5)n3c2c1C	1	3	6	86	0	13	2	2.2	-2
Cc1cc[n+](CC(=O)Nc2cc(C(F)(F)F)ccc2Cl)cc1	-5	3	5	97	2	10	1	-0.1	9
CC1(C)CC(=O)C(C=Nc2ccc(N)cc2)=C(O)C1	-4	10	-1	84	-2	-3	-4	-1.9	0
COc1ccccc1CNC(=O)C(=O)NCC1OCCN1C(=O)c1cccs1 (configuration not stated)	-3	18	-4	102	5	1	4	1.2	-2
Cn1c(=O)c2c(ncn2CC(=O)N2CCN(S(=O)(=O)c3ccc(F)cc3)CC2)n(C)c1=O	·	10	·	98	-1	-21	·	-1.0	·
O=C(NCc1cccnc1)C1CC(=O)N(C2CCCCC2)C1 (configuration not stated)	3	-2	8	97	1	5	-1	2.1	2
CN1C(=O)Cc2cc(S(=O)(=O)N3CCN(c4ccccc4F)CC3)ccc21	33	3	0	107	10	4	3	0.5	1
Cc1cc(=O)n2[nH]c(C(F)(F)F)c(-c3ccccc3)c2n1	-5	-7	6	131	7	7	2	1.1	-3
CC(=O)c1cccc(NC(=O)CN2C(=O)NC(C)(c3ccc4c(c3)OCCCO4)C2=O)c1 (configuration not stated)	·	-10	·	79	0	-2	·	4.3	·
c1ccc2cc(-c3cc4ccccn4c3)ccc2c1	29	-3	9	101	7	17	6	0.8	6
O=C(CSc1nnnn1-c1ccccc1)NCc1cccs1	3	-5	6	114	1	1	0	4.9	-1
C#CCOCCOCCOCCNc1nc(N2CCN(C(=O)CCCCCCCCCCNC(=O)[C@H](CO)n3cc(CCCCCN)nn3)CC2)nc(N2CCN(C(=O)CCCCCCCCCCNC(=O)[C@H](CCCN=C(N)N)n3cc(C[C@@H](C)CC)nn3)CC2)n1	15	19	13	94	57*	105*	3	5.5	-1
COc1ccc2[nH]c(=O)c(CN(C(C)=O)c3ccc(C)c(C)c3)cc2c1	7	0	8	101	1	2	-2	2.9	2
Cc1ccccc1CSc1ncnc2ccccc12	6	-1	-5	108	-2	2	0	4.9	-2
COc1cc(C(=O)NNC(=O)COc2ccc(C)cc2)ccc1OCC(=O)N1CCOCC1	·	0	·	128	1	-4	·	-2.1	·
CC(=O)c1ccc(S(=O)(=O)N2CCCc3ccccc32)cc1	5	-1	7	100	3	6	-2	0.0	0
O=C(COC(=O)c1c[nH]c(=O)[nH]c1=O)Nc1ccccc1	-4	-2	5	86	-1	0	-1	3.1	-6
COc1ccccc1C(=O)Nc1nnc(SCC(=O)Nc2ccc3c(c2)oc2ccccc23)s1	17	-2	7	92	4	6	7	0.5	2
COc1cc(OC)c(C2Oc3nc(SC)nnc3-c3ccccc3N2C(C)=O)cc1OC (configuration not stated)	-1	1	-5	106	-2	-16	-2	-5.2	4
CN(C)CCCN1C(=O)C(O)=C(C(=O)c2cc3ccccc3o2)C1c1ccccc1 (configuration not stated)	-3	-4	-4	131	6	-7	1	4.8	6
Cc1c(CNCCc2ccccc2)c(C(=O)O)c(C)n1-c1ccccc1	-1	-6	-15	85	3	4	-1	2.0	-2
CC1(C)Cc2c(c(N3CCOCC3)nc3sc(C(=O)Nc4ccccc4)c(N)c23)CO1	-1	-8	-2	108	2	1	0	0.0	0
CS(=O)(=O)N(CC(=O)NC1CCCCC1)Cc1ccc(Cl)cc1	-1	-5	1	91	0	-5	-6	2.0	-4
COc1ccc2[nH]c(=O)c(CN(Cc3nnnn3Cc3ccccc3)CC3CCCO3)cc2c1 (configuration not stated)	5	16&6	-2	126	4	3	2	-0.2	3
Cc1cccc(NC(=O)c2ccc3ccccc3n2)n1	6	1	5	119	-2	26	0	2.0	2
Cc1cccc(-c2noc(-c3c(C)noc3C)n2)c1	0	-20	-3	113	-3	-5	3	-2.4	5
COc1ccc(CNCCSc2nnnn2C)cc1OC	-3	1	9	83	-3	6	-2	-1.0	0
COc1ccc(C(=O)NCC(=O)N/N=C/c2c(C)[nH]c3ccccc23)cc1OC	-5	9	5	93	-3	-7	0	0.6	-1
Cc1ccc(NC(=O)CSc2nnc(-c3ccco3)c(-c3ccco3)n2)cc1	51*	-29	-5	93	8	-2	-2	1.7	8
O=C(O)c1ccc(C(=O)O)c(C(=O)c2ccc(NC(=O)c3ccccc3)cc2)c1	-1	4	-8	99	-1	-7	-4	2.5	-1
Cc1cc(C(=O)Nc2c(C)nn(Cc3c(Cl)cccc3Cl)c2C)no1	-7	-3	8	97	-5	33	4	-2.8	2
O=C(NC(=S)N1CCc2ccccc21)C1CCC1	11	-6	8	99	2	15	4	-1.1	1
COc1ccc(NC(=O)C(c2ccc(C)cc2)N(C)C(=O)CNC(C)=O)cc1 (configuration not stated)	-7	11	11	86	-2	0	-3	1.2	1
CCCNC(=O)C1(CC2CC(c3ccccc3)=NO2)CCNCC1 (configuration not stated)	2	14	0	106	-2	-17	-1	4.1	-5
COc1cscc1C(=O)O	2	-13	-5	92	0	8	-5	4.2	0
CCOC(=O)Nc1ccc2c(c1)OCO2	12	6	-13	102	-3	0	-1	0.3	6
CCOC(=O)[C@H]1[C@H]2COc3ccc(Br)cc3[C@@H]2N2C(=O)CN(Cc3ccc(C)cc3)C(=O)[C@@]12C	·	10	·	97	0	-7	·	-0.3	·
COc1cc(/C=C2\SC(=Nc3ccccc3)N(CCc3c[nH]c4ccccc34)C2=O)ccc1OC(C)C(=O)O (configuration not stated)	11	17	12	109	18*	11	2	0.8	4
COC(=O)c1ccc(NC(=O)CN2CCN(CCO)CC2)cc1	7	-1	-1	101	0	5	-1	1.7	-1
COc1cc2c(c(OC)c1OC)C(=O)CC2	2	6	-2	101	-2	-5	-5	-2.1	1
O=C(O)CN1C(=O)/C(=C/C=C/c2ccccc2)SC1=S	3	5	1	126	2	-10	0	2.6	0
CC(C)OCCCNC(=O)COCC(=O)Nc1ccc(OCCc2ccccc2)cc1	0	-1	-5	103	3	-4	-5	4.2	2
C=CCC1(CC=C)CCCN1C(=O)CC1C(=O)NCCN1Cc1ccccc1OC (configuration not stated)	-1	1	2	90	1	3	2	3.1	5
CC(C)c1onc(C(=O)N(C)Cc2ccccc2)c1[N+](=O)[O-]	0	3	9	103	2	39*	-1	2.5	0
CCOc1ncccc1C(=O)Nc1ccc(C(=O)Nc2ccc(OC)cc2)cc1	·	·	·	96	7	4	·	-3.2	·
O=C(c1ccc(F)cc1)C1CCN(Cc2cn[nH]c2-c2ccccc2)CC1	0	-3	2	106	-2	14	-2	-0.7	0
CCCNC(=O)COC(=O)CCC(=O)c1cccs1	-3	3	0	85	-2	-5	-3	1.1	-51
Cc1ccc(S(=O)(=O)N2CCOCC2)cc1NC(=O)COC(=O)CNC(=O)c1ccccc1	-5	7	6	102	-4	23	0	-3.1	-1
O=C(c1cccnc1)N1N=C2CCCCCC2C1(O)C(F)(F)F (configuration not stated)	-5	4	-8	90	2	-15	0	2.2	-3
COc1ccc(NC(=O)NCc2ccccn2)cc1OC	2	-8	5	107	-2	8	-3	-1.5	0
CCOC(=O)C1CCN(C(=O)c2cc3ccc(OC)cc3[nH]2)CC1	-2	-8	-3	118	1	1	6	0.1	-3
CCCCOc1ccc(C(=O)NCC(=O)NCC(=O)OCC)cc1	4	32	-15	117	-3	-1	-1	-0.1	-1
CCOc1ccc(/C=N/NC(=O)c2ccccc2Cl)cc1CN1CC2CC(C1)c1cccc(=O)n1C2 (configuration not stated)	·	4	·	121	-3	-15	·	6.5	·
COc1ccc(-c2cc3nc(C)cc(N4CC(C)CC(C)C4)n3n2)cc1 (configuration not stated)	1	-4	-11	123	-5	-3	0	3.5	1
CN(C)CCN(C(=O)c1ccc2ccccc2c1)c1nc2ccc(Br)cc2s1	-4	-27	-25	119	2	8	0	1.9	0
CC(=O)NC1=NN(C(C)=O)C(c2ccc(F)cc2)S1 (configuration not stated)	-1	-5	-3	100	-6	-20	-6	0.8	-1
CCOC(=O)C/C(C)=N\Nc1ccc([N+](=O)[O-])cc1[N+](=O)[O-]	0	16	-14	99	2	-6	0	3.2	-2
Cc1cc(NC(=O)CSc2ccc(-c3ccccc3)nn2)no1	-1	5	1	105	0	13	-3	1.4	0
